Screening data as filed in PubChem BioAssay.
PGK inhibitor: blocks T. brucei phosphoglycerate kinase | P07378 | hit rate 0.043% among 380,000 | PGK/GAPDH coupled, Kinase-Glo luminescence, 60 min | Potency, µM (titrated, usually from 57.5 µM), for the others: at the top dose activity change, negative = inhibition, hits mostly inhibitors; note: potency is the fitted concentration of half-maximal effect; % is set by controls: 0 for no effect and ±100 for the full control effect; nearly all actives have a fitted effect of over 60% in size
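Luminescent ATP detection (Kinase-Glo Plus) follows a 60-minute room-temperature incubation, with wells lacking PGK as controls. Buffer: 100 mM TEA (pH 7.6), 5 mM MgCl2, 0.01% Tween-20. Coupling enzyme GAPDH (100 nM final) supplies unstable 1,3-BPG in-well.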
PI4K2A block: inhibitors of human PI4K2A; hit rate 0.13% among 420,000; purified PI4K2A, ADP-Glo luminescence, 1 h; stronger effect = lower value; activity change, negative = inhibition, % at 76.9 µM; AID 1346378; in the data active = activity change below about -50%; inconclusive = mostly about -30% to -49%;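 note: -100% = wells without enzyme as full effect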
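Compounds are screened against recombinant PI4K2A using PI as substrate and ATP, the latter dispensed at 300 microM. Reactions run one hour at ambient temperature before ADP-Glo detection; full inhibition defined by wells lacking enzyme.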
GLS inh: inhibitors of human glutaminase (GLS) | GLS enzymatic activity, qHTS titration | Potency, µM (highest dose often 45.5 µM), inactives show top-dose activity change, negative = inhibition, most hits filed as inhibitors | hit rate 0.21% among 410,000 | AID 624170 | O94925; note: potency is the fitted concentration of half-maximal effect; % is set by controls: 0 for no effect and ±100 for the full control effect
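Compounds were pin-transferred onto hKGA, after which L-glutamine (1 mM solution) and a detection mix of glutamate oxidase, HRP and Amplex Red were added. Initial and 30 min RT fluorescence reads were collected.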
Pin1 inhibitor: inhibitors of human Pin1. hit rate 0.009% among 390,000. Q13526. Pin1 FP peptide displacement, HiFluor488, 10 min. Potency, µM (top dose mostly 115 µM), for inactives: at the highest dose activity, negative = inhibition, actives largely listed as inhibitors. AID 504891; active = well fitted inhibition curve with a large enough effect in the polarisation, with a control signal flat, not every such curve was filed as active; inconclusive = small, poorly fitted or top-dose-only effect, or effect the other way, or a change in a side signal; inactive = no such curve, though single readings can be large or run the other way; the % refers to the polarisation; note: potency is the fitted concentration of half-maximal effect; % is set by controls: 0 for no effect and ±100 for the full control effect
Target sequence (Q13526 whole entry, looked up): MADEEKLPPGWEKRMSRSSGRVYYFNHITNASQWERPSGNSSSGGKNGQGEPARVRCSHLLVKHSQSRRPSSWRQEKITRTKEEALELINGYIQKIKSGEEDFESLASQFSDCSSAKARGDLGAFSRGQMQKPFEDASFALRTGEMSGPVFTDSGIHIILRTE
Pol eta inh: DNA polymerase eta (human) inhibition | Potency, µM (doses to about 114 µM), for the others: top-dose activity change, negative = inhibition, actives largely listed as inhibitors | Q9Y253 | hit rate 1.2% among 390,000 | recombinant Pol eta, fluorescent DNA replication assay | AID 588591; note: potency is the fitted concentration of half-maximal effect; % is set by controls: 0 for no effect and ±100 for the full control effect
Target sequence (Q9Y253 whole entry, looked up): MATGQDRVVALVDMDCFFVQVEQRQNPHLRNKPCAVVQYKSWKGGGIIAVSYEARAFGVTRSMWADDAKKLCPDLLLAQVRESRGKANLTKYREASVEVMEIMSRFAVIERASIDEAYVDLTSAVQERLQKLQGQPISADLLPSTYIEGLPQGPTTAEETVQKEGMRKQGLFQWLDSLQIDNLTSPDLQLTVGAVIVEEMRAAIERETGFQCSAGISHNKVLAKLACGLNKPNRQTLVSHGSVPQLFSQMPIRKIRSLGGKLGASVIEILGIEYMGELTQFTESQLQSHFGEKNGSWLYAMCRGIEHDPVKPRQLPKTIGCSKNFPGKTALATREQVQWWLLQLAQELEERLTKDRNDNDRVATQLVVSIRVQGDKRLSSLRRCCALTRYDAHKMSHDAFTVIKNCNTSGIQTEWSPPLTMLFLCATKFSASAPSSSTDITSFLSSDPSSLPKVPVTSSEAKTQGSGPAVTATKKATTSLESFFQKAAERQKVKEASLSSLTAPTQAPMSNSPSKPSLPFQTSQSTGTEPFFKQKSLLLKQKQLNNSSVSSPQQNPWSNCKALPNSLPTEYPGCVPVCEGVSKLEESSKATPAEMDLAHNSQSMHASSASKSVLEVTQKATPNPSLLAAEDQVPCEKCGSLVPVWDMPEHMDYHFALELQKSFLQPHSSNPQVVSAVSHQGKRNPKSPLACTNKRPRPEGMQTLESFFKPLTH
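Pol eta at 10 nM preincubated with compounds 15 min at room temperature; reaction started with fluorescent substrate (50 nM final) and read kinetically at 0 and 10 min.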
BAZ2B inh: inhibitors of human BAZ2B bromodomain; Q9UIF8; AlphaScreen BAZ2B-H3K14Ac peptide displacement; Potency, µM (highest dose often 114 µM), without a hit: at the highest dose activity change, negative = inhibition, actives largely listed as inhibitors; hit rate 4.4% among 360,000; AID 504333; note: potency is the fitted concentration of half-maximal effect; % is set by controls: 0 for no effect and ±100 for the full control effect; nearly all actives have a fitted effect of over 60% in size
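BAZ2B 50 nM plus b-H3(5-23)K14Ac 50 nM, PBS pH 7.4/0.01% Tween-20, 30 min RT; compound added (max 110 uM), 30 min RT; streptavidin donor/Ni-chelate acceptor beads 10 ug/mL final, 20 min dark; AlphaScreen read.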
G9a block: G9a (human) methyltransferase inhibition | hit rate 8.8% among 350,000 | G9a H3K9 monomethylation, AlphaScreen, 2 h | Potency, µM (highest dose often 102 µM), for inactives: at the highest dose activity, negative = inhibition, most hits filed as inhibitors | AID 504332 | Q96KQ7; note: potency is the fitted concentration of half-maximal effect; % is set by controls: 0 for no effect and ±100 for the full control effect; nearly all actives have a fitted effect of over 75% in size
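AlphaScreen detection with an anti-monomethyl H3K9 antibody quantified product after a 2 h room-temperature reaction containing 500 nM biotinylated H3K9 peptide, 20 µM SAM and 20 nM enzyme, which had been preincubated 15 min with compound.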
HP1b chromo inh: HP1-beta chromodomain-methylated histone interaction inhibition. P83916. AlphaScreen HP1-beta / biotin-H3K9me3 peptide binding. Potency, µM (titrated, usually from 114 µM), without a hit: at the highest dose activity change, negative = inhibition, actives largely listed as inhibitors. hit rate 0.56% among 390,000. AID 540317; note: potency is the fitted concentration of half-maximal effect; nearly all actives have a fitted effect of over 70% in size; inactives centre near 23
Target sequence (P83916 whole entry, looked up): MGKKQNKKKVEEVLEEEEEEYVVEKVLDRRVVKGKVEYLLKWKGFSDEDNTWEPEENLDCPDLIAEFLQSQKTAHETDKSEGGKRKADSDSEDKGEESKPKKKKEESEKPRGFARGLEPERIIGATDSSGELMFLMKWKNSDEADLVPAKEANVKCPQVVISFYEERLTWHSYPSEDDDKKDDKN
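AlphaScreen: HP1-beta (50 nM) preformed 30 min with biotin-H3(1-18)K9me3 peptide (50 nM) in PBS pH 7.4, 0.01% Tween-20. Compound added for 30 min at RT, then streptavidin donor/nickel chelate acceptor beads (10 ug/mL) for 30 min.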
JMJD2A Tudor inh: JMJD2A Tudor domain (human) inhibition | Potency, µM (doses to about 114 µM), inactives show at the top dose activity change, negative = inhibition, most hits filed as inhibitors | hit rate 4.4% among 390,000 | AlphaScreen JMJD2A-Tudor / H3K4me3 peptide binding | AID 504339; note: potency is the fitted concentration of half-maximal effect; % is set by controls: 0 for no effect and ±100 for the full control effect; nearly all actives have a fitted effect of over 50% in size
Active calls of the source: *; i = inactive; ? = inconclusive; / = not tested or not shown; [ ] = remark or other dose. Unless noted, calls come from the whole dose curve; as a rule, active = well fitted curve in the direction sought with a large enough effect; inconclusive = small, poorly fitted or top-dose-only effect, or another doubt; inactive = no such curve, though single readings can be large; an effect the other way counts as inactive or inconclusive. These rows are one share of the data, so the mix of outcomes need not match the whole.

Start of the listing, in advance, 2 compounds:
Pol eta inh	Pin1 inhibitor	PI4K2A block	GLS inh	PGK inhibitor	HP1b chromo inh	BAZ2B inh	JMJD2A Tudor inh	G9a block	SMILES
-19.5%	-2.0%	5.4	-1.2%	i	16.1%	-1.4%	-3.1%	1.2%[59 µM]	CC(NC(=O)Cc1ccccc1)c1ccc(F)cc1 (centres undefined)
-1.8%	-1.4%	-0.1	9.9%	-0.5%	22.2%	/	-6.4%	/	COc1ccc(CC(=O)OCC(=O)NNC(=O)c2ccccc2)cc1

The whole of this part, from the first entry:
Pol eta inh	Pin1 inhibitor	PI4K2A block	GLS inh	PGK inhibitor	HP1b chromo inh	BAZ2B inh	JMJD2A Tudor inh	G9a block	SMILES
-19.5%	-2.0%	5.4	-1.2%	i	16.1%	-1.4%	-3.1%	1.2%[59 µM]	CC(NC(=O)Cc1ccccc1)c1ccc(F)cc1 (centres undefined)
-1.8%	-1.4%	-0.1	9.9%	-0.5%	22.2%	/	-6.4%	/	COc1ccc(CC(=O)OCC(=O)NNC(=O)c2ccccc2)cc1
-1.4%	?	4.0	5.2%	8.4%	18.9%	4.8%	-16.8%	-44.9%	CCc1nnc(NC(=O)C2(C)COC(c3ccc(OC)cc3)OC2)s1 (centres undefined)
-5.1%	-2.5%	13.4	-5.8%	-3.0%	25.1%	-3.3%	-12.0%	-4.3%	O=C(NC1CCCC1)C1CCCN1C(=O)Oc1ccccc1 (centres undefined)
-18.6%	1.1%	0.1	-2.4%	i	62.2%[activator]	?	-7.9%	16.0%[59 µM]	Cc1cccc(CNC(=O)c2oc3c(c2C)-c2nn(Cc4cccc(Cl)c4)cc2CC3)c1
-6.1%	-0.7%	-2.8	0.6%	-5.7%	33.4%	12.1%	-3.0%	30.0%[12.7 µM]	O=C(NCC(c1ccco1)N1CCCC1)c1cccc(S(=O)(=O)Nc2ccc(F)cc2)c1 (centres undefined)
-15.5%	-0.5%	-6.1	-6.5%	-7.1%	-4.3%	-32.1%	-30.1%	4.2%	CN(C)n1cccc1/C=C(\C#N)S(=O)(=O)c1ccc(Cl)cc1
-10.1%	-6.7%	-5.0	0.0%	4.0%	17.8%	/	-6.2%	/	Cc1cc(=O)n2cn[nH]c2n1
-20.4%	-1.3%	0.5	0.6%	-4.6%	13.7%[57 µM]	/	-3.3%	/	CCOc1ccc(OCC(=O)Nc2cccc(S(=O)(=O)NC3=NCCC3)c2)cc1
-8.0%	0.1%	0.7	-1.8%	i	48.5%[activator]	-1.4%	14.1%	2.2%	Cc1ccc(N2C(=O)CC(Cc3cc(C)cc(C)c3)C2=O)cc1 (centres undefined)
-14.6%	1.4%	-1.3	5.1%	1.9%	40.7%[activator]	/	-13.9%	/	COc1ccc(C=NNC(=O)c2ccccc2NS(=O)(=O)c2cccs2)cc1O
-14.7%	0.1%	5.6	1.0%	-1.1%	28.9%	5.0%	-10.9%	-5.3%[12.7 µM]	O=C1CCC(=O)N1CC(=O)N1c2ccccc2Sc2ccccc21
-26.8%	-11.6%	-4.0	-2.2%	-2.2%	17.0%	-6.1%	2.8%	/	COc1cccc(C(=O)Nc2ccc3c(c2)C(=O)N(CC2CCCO2)C3=O)c1 (centres undefined)
-21.6%	6.6%	-2.6	-4.1%	-2.7%	8.9%	-3.5%	-19.7%	-5.6%	CCCC(C(=O)NCc1ccco1)N(Cc1ccco1)C(=O)CNS(=O)(=O)c1ccccc1 (centres undefined)
-3.9%	0.6%	-4.1	-7.8%	i	-1.1%	4.2%	-15.2%	6.3%	COc1ccc(C(=O)C2CCCN(C(=O)c3c4c(nn3C)CCCC4)C2)cc1F (centres undefined)
9.2%	-0.8%	2.2	-9.6%	-2.9%	46.9%[activator]	-25.4%	-11.6%	?	CCCn1nnnc1NCc1ccc(SC)cc1
-5.6%	5.7%	-6.6	-5.6%	i	50.0%[activator]	9.4%	-5.4%	6.3%	Cc1ccc(CCNC(=O)CCS(=O)(=O)Cc2ccc(C)cc2)cc1
-12.0%	-12.5%	3.9	-25.5%	-2.9%	29.5%	?	-21.4%	-13.1%[59 µM]	Cc1ccc(C)c(N2CCN(C(=O)Cn3c(=O)c4cccn4c4ccc(F)cc43)CC2)c1
-1.5%	5.0%	0.7	-2.0%	1.9%	14.9%	-13.2%	-15.9%	16.0%[59 µM]	Cc1cccc(N2CCN(C(=O)CCNS(=O)(=O)c3ccc4c(c3)oc(=O)n4C)CC2)c1C
-7.8%	?	33.7	-0.2%	-7.3%	29.5%	-34.5%	-5.6%	?	CCc1ccc[n+](-c2nc3ccccc3nc2C(=C=[N-])C#N)c1
-18.3%	-4.7%	14.1	-9.1%	-5.8%	-5.8%	5.4%	?	16.2%	COc1cc(C(=O)OCc2cc(=O)oc3c(C)c(C)ccc23)ccc1OC(F)F
-22.5%	-6.1%	1.3	4.3%	-3.3%	15.5%	8.5%	-7.7%	18.1%	CCOC(=O)C1(Cc2ccc(Cl)cc2)CCN(C2CCC2)CC1
-5.4%	7.6%	2.3	0.1%	4.1%	21.4%	-17.4%	-6.4%	-34.5%	Cc1sc2ncn(CC(=O)N(CC(=O)NC3CCCC3)Cc3cccs3)c(=O)c2c1C
-13.8%	2.1%	2.8	-3.8%	-9.8%	39.0%[activator]	-2.6%	8.5%	?	O=C(O)c1ccccc1C(=O)Nc1nc(-c2ccccc2)cs1
-14.4%	-5.9%	-5.1	-6.2%	i	52.6%[activator]	-4.2%	4.6%	8.7%[0.501 µM]	Cc1c(N(C)C(=O)C23CC4CC(CC(C4)C2)C3)c(=O)n(-c2ccccc2)n1C
-24.2%	-1.6%	-3.2	-10.0%	i	29.1%	-11.6%	-10.8%	/	O=C(Nc1cccc(Cl)c1)Nc1ccccc1-n1ccnc1
-3.3%	0.8%	-3.4	10.5%	1.7%	12.3%	4.4%	-11.4%	8.9%	CCCN1CCC(NC(=O)Cc2ccccc2OC)CC1
-14.7%	6.6%	-2.4	10.4%	9.9%	15.1%	8.8%	-22.4%	56.2µM*	Cc1ccc(S(=O)(=O)CCC(=O)Nc2cc(Cl)ccc2-n2cncn2)cc1
6.1%	1.3%	3.4	-1.9%	-1.0%	4.2%	-36.0%	-13.4%	39.8µM*	C#CCOc1c(Cl)cc(/C=C2/C(=O)ON=C2C)cc1OCC
-17.6%	-7.2%	3.3	20.9%	-2.7%	14.3%[57 µM]	-13.0%[57.1 µM]	-5.9%	-4.2%	Cc1ccc(Cl)cc1N1CCN(C2CCCCC2NS(=O)(=O)c2ccccc2)CC1 (centres undefined)
79.4µM*	/	-1.6	10.7%	-2.3%	-21.2%	-7.8%	35.5µM*	/	C=CCn1c(=O)c(CCC(=O)Nc2ccc(N3CCOCC3)cc2)nc2cc(C(F)(F)F)ccc21
-14.0%	-0.7%	-19.6	-2.1%	-5.1%	28.2%	32.3%	12.3%	-23.8%[12.7 µM]	Cc1ccc(OCCC(=O)Nc2c(C)n(C)n(-c3ccccc3)c2=O)cc1
-11.4%	0.6%	5.4	0.0%	-8.7%	16.2%	-16.5%	-13.2%	11.2%	CC1Cc2nc(SCC(=O)N3CCOCC3)n(C)c(=O)c2S1 (centres undefined)
?	0.9%	-2.1	-1.3%	-3.8%	-0.9%	/	?	/	O=[N+]([O-])c1cc(-c2csc(NCCc3nc4cc(Cl)c(Cl)cc4n3CCCO)n2)ccc1Cl
-0.4%	0.2%	-12.8	-4.8%	-9.8%	40.4%[activator]	9.6%	-11.7%	?	Cc1csc2ncc(C(=O)Nc3ccccc3F)c(=O)n12
-18.6%	0.8%	-5.1	1.5%	-12.1%	33.3%	3.5%	-5.6%	-8.0%[59 µM]	COc1cccc(C(=O)NCC(c2cccs2)N2CCOCC2)c1 (centres undefined)
-16.8%	2.3%	1.9	-2.6%	-1.5%	10.5%	-16.6%	-26.9%	-8.9%	COc1ccc(S(=O)(=O)NCC2CCCN(Cc3ccccc3Cl)C2)cc1 (centres undefined)
-6.6%	4.9%	0.8	-2.0%	-3.6%	30.6%	2.0%	17.3%[57.1 µM]	7.4%	CC12C(=O)N(Cc3ccccc3)C(=O)C1C1C=CC2C1 (centres undefined)
-0.1%	-7.6%	-1.8	0.7%	i	12.7%	-1.6%	-5.3%	3.8%[59 µM]	COc1cccc(NC(=O)C2CCCN2C(=O)OCc2ccccc2)c1 (centres undefined)
-7.2%	-5.8%	-1.0	15.1%	-6.6%	45.4%[activator]	-17.2%	-1.4%	0.8%	CC(=O)NCCc1nc2cc(NS(=O)(=O)c3ccc(Cl)cc3)ccc2n1C
-15.1%	0.1%	1.3	13.0%	-5.8%	-3.0%	0.2%	1.5%[11.4 µM]	-35.4%	CC(=O)NC(=S)Nc1ccc(S(=O)(=O)N2CCOCC2)cc1
-5.9%	-4.1%	-2.0	?	6.3%	?	-2.2%	?	-11.8%[59 µM]	CCc1ccc(C(=O)NNC(=O)OC)cc1
-14.9%	1.1%	0.2	-4.6%	i	40.0%[activator]	-18.8%	-1.3%	34.4%	Cc1nc2ncnn2c(N2CCN(S(=O)(=O)c3ccc(Br)cc3)CC2)c1C
